Assay outcomes as filed in PubChem BioAssay.
ALDH1A1 inh: ALDH1A1 (human) enzyme inhibition. Potency, µM (series often up to 75.3 µM), without a hit: top-dose activity, negative = inhibition, most hits filed as inhibitors. P00352. Purified ALDH1A1, NADH fluorescence, propionaldehyde substrate. AID 1030. hit rate 7.3% among 220,000; active = well fitted inhibition curve with a large enough effect, not every such curve was filed as active; inconclusive = small, poorly fitted or top-dose-only effect, or another doubt; inactive = no such curve, though single readings can be large or run the other way;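 also: plate controls were no enzyme wells and a reference inhibitor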
Target sequence (P00352 whole entry, looked up): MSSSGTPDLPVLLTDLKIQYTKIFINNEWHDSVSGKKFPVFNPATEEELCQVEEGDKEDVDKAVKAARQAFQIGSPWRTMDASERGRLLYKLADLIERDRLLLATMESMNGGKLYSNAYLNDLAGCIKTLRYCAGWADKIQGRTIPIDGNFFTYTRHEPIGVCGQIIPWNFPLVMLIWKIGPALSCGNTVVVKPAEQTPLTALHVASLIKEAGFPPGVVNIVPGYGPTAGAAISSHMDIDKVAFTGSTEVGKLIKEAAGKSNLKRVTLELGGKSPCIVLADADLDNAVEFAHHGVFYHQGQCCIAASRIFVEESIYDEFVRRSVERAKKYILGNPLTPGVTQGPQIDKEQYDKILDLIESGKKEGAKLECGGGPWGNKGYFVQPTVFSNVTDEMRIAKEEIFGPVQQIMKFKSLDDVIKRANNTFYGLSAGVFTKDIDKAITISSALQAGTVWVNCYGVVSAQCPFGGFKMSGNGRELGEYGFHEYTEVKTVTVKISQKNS
GAA spleen mod: inhibitors or activators of human alpha-glucosidase in spleen homogenate; Potency, µM (highest dose often 79.9 µM), for inactives: top-dose activity change, negative = inhibition, hits mostly inhibitors; human spleen homogenate, 4-MU-alpha-glucoside fluorescence; hit rate 0.006% among 240,000;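 also: 0% = enzyme with vehicle and -100% = no enzyme basal signal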
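Enzyme source: human spleen homogenate, 1 ug/well. Buffer 50 mM citric acid/K phosphate pH 5.0, 0.01% Tween-20. 4-MU-alpha-glucoside 1 mM; 37 C x 40 min; NaOH/glycine stop; fluorescence.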
SMN2 splice up: enhancers of SMN2 splice variant expression; HEK293 SMN2-luciferase splicing reporter, luminescence, 30-36 h; Potency, µM (highest dose often 46.1 µM), inactives show at the top dose activity change, positive = activation, actives largely listed as activators; hit rate 2.8% among 210,000; also: % of control where 0% means no effect; nearly all actives have a fitted effect of over 55% in size
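qHTS luciferase splicing reporter: luminescence rises when SMN2 exon 7 is included in transfected HEK293 cells. Compound exposure lasted 30-36 h at 37C, with 4.5 mM final sodium butyrate as control, followed by a ONE-Glo read.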
GoLoco inh red: inhibitors of human Gai1-RGS12 GoLoco interaction (red fluorophore); Gai1:RGS12 GoLoco peptide FP, rhodamine, 10 min; Potency, µM (top dose mostly 61.6 µM), without a hit: at the top dose activity, negative = inhibition, usual class: inhibitors; AID 880; P63096; hit rate 0.44% among 230,000; active = well fitted inhibition curve with a large enough effect, not every such curve was filed as active; inactive = no such curve, though single readings can be large or run the other way; also: % is scaled to controls: 0 for no effect and ±100 for the full control effect; nearly all actives have a fitted effect of over 30% in size; many of its hits are not listed in these tables
Target sequence (P63096 whole entry, looked up): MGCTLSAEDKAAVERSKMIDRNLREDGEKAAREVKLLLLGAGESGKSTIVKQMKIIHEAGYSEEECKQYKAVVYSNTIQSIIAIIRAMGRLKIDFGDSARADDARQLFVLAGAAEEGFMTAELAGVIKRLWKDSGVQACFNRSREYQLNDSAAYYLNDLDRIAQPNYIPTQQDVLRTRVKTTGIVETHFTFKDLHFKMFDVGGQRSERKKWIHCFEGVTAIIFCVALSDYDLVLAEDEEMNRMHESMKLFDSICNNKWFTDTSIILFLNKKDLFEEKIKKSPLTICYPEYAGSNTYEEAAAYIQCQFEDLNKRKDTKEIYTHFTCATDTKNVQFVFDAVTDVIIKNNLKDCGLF
GAA glycogen mod: alters human alpha-glucosidase cleavage of glycogen | P10253 | recombinant GAA, glycogen substrate, Amplex Red glucose oxidase fluorescence | Potency, µM (doses to about 76.4 µM), for inactives: at the highest dose activity change, negative = inhibition, actives largely listed as inhibitors | hit rate 0.38% among 300,000 | AID 2100;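 also: 0% = full enzyme reaction and -100% = no-enzyme basal signal; the screen sought inhibitors and activators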
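Recombinant human enzyme (4 nM); glycogen substrate; 37 C, 40 min, pH 5.0. Readout: coupled glucose oxidase/Amplex Red fluorescence.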
GAA inh: blocks human lysosomal alpha-glucosidase | Potency, µM (series often up to 76.9 µM), inactives show at the top dose activity change, negative = inhibition, hits mostly inhibitors | purified human GAA, 4-MU-alpha-glucoside fluorescence | P10253 | hit rate 0.005% among 200,000;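 also: plate controls were uninhibited enzyme wells for no effect and no-enzyme background for full effect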
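Compounds are titrated up to 77 uM against 4 nM human enzyme. Substrate 4-methylumbelliferyl-alpha-D-pyranoside (400 uM) reacts 20 min at room temperature in pH 5.0 buffer; liberated 4-methylumbelliferone is read at 440 nm.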
JMJD2E inh: inhibitors of human JMJD2E histone demethylase; B2RXH2; JMJD2E catalytic domain, FDH-coupled NADH fluorescence (FDH is formaldehyde dehydrogenase); Potency, µM (titrated, usually from 57.1 µM), inactives show at the highest dose activity change, negative = inhibition, actives largely listed as inhibitors; hit rate 1.6% among 230,000; AID 2147; active = well fitted inhibition curve with a large enough effect, not every such curve was filed as active; inconclusive = small, poorly fitted or top-dose-only effect, or another doubt; inactive = no such curve, though single readings can be large or run the other way;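 also: 0% = wells with enzyme and -100% = buffer wells without enzyme; nearly all actives have a fitted effect of over 50% in size; many of its hits are not listed in these tables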
GLA spleen mod: alpha-galactosidase A (human) modulation | hit rate 0.008% among 240,000 | human spleen homogenate, 4MU-alpha-Gal fluorescence, 40 min | Potency, µM (highest dose often 80 µM), without a hit: at the highest dose activity change, negative = inhibition, most hits filed as inhibitors | P06280;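 also: 0% = enzyme with vehicle and -100% = no enzyme basal signal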
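qHTS titration in buffer at pH 5.0. Alpha-galactosidase activity in spleen homogenate was measured via 4-methylumbelliferone release from 1 mM fluorogenic substrate after 40 min at 37C and a pH 10 stop. AC50 came from Hill fits of control-normalized data.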
* hit, by the source's call; u = inconclusive; x = no result given; [ ] = another dose, or the depositor's remark. Unless noted, calls follow the shape of the dose curve; as a rule, active = well fitted curve in the direction sought with a large enough effect; inconclusive = small, poorly fitted or top-dose-only effect, or another doubt; inactive = no such curve, though single readings can be large; an effect the other way counts as inactive or inconclusive. Potency is read from the fitted curve at half-maximal effect. Not all compounds are listed (hit frequency here may not be typical).

The opening 12 entries, to show the layout:
SMILES	ALDH1A1 inh	GAA spleen mod	SMN2 splice up	GoLoco inh red	GAA glycogen mod	GAA inh	JMJD2E inh	GLA spleen mod
O=C(N/N=C/c1ccco1)c1cc(=O)[nH]c2ccccc12	5%	10%	12%	15%	-11%	8%	0%	1%
C/C(N)=C(/C#N)C(=O)COC(=O)CCS(=O)(=O)c1ccccc1	-2%	-20%	u	5%	13%	-3%	-8%	-6%
O=C1C2C3C=CC(C4CC34)C2C(=O)N1/N=C/c1ccc([N+](=O)[O-])s1 (configuration not stated)	u	2%	16%	3%	6%	-1%	5%	1%
COC(=O)c1cc(C(=O)NC(C)(C)CC(C)(C)C)cc([N+](=O)[O-])c1	1%	-9%	-39%[inhibitor]	-13%	0%	4%	2%	-4%
CC(C)C[C@H](NC(=O)N1CCN(c2ccccc2)CC1)C(=O)O	-2%	0%	x	x	12%	u	-2%	0%
C=CCn1c(SCc2cccnc2)nnc1-c1ccncc1	1%	0%	-11%	2%	-5%	3%	10%	7%
O=C1CCCN1c1ccc(S(=O)(=O)N2CCN(c3ccccc3)CC2)cc1	9%	-15%	x	-14%	-10%[76.3 µM]	2%	-34%	-9%
Cc1ccc(C2CCN(C(=S)Nc3cccc(C)c3)C2)cc1 (configuration not stated)	-5%	1%	x	4%	-9%	u	6%	2%
CCCCNc1c([N+](=O)[O-])c(=O)n(C)c2ccccc12	-8%	10%	x	9%	-1%	2%	-2%	9%
COCC(C)n1c(C)cc(C(=O)COC(=O)c2c(NC(C)=O)sc(C)c2C)c1C (configuration not stated)	u	-11%	-16%	20%	9%	-9%	-29%	8%
Cc1cc(NC(=O)CN2C(=O)NC3(CCCCC3C)C2=O)no1 (configuration not stated)	-8%	-5%	-20%	-9%	-1%	11%	-6%	-22%
COc1ccc(/C=N/Nc2nn3cnnc3c3ccccc23)cc1	x	0%	x	13%	3%	x	3%	2%

All compounds of this part, repeating the preview:
SMILES	ALDH1A1 inh	GAA spleen mod	SMN2 splice up	GoLoco inh red	GAA glycogen mod	GAA inh	JMJD2E inh	GLA spleen mod
O=C(N/N=C/c1ccco1)c1cc(=O)[nH]c2ccccc12	5%	10%	12%	15%	-11%	8%	0%	1%
C/C(N)=C(/C#N)C(=O)COC(=O)CCS(=O)(=O)c1ccccc1	-2%	-20%	u	5%	13%	-3%	-8%	-6%
O=C1C2C3C=CC(C4CC34)C2C(=O)N1/N=C/c1ccc([N+](=O)[O-])s1 (configuration not stated)	u	2%	16%	3%	6%	-1%	5%	1%
COC(=O)c1cc(C(=O)NC(C)(C)CC(C)(C)C)cc([N+](=O)[O-])c1	1%	-9%	-39%[inhibitor]	-13%	0%	4%	2%	-4%
CC(C)C[C@H](NC(=O)N1CCN(c2ccccc2)CC1)C(=O)O	-2%	0%	x	x	12%	u	-2%	0%
C=CCn1c(SCc2cccnc2)nnc1-c1ccncc1	1%	0%	-11%	2%	-5%	3%	10%	7%
O=C1CCCN1c1ccc(S(=O)(=O)N2CCN(c3ccccc3)CC2)cc1	9%	-15%	x	-14%	-10%[76.3 µM]	2%	-34%	-9%
Cc1ccc(C2CCN(C(=S)Nc3cccc(C)c3)C2)cc1 (configuration not stated)	-5%	1%	x	4%	-9%	u	6%	2%
CCCCNc1c([N+](=O)[O-])c(=O)n(C)c2ccccc12	-8%	10%	x	9%	-1%	2%	-2%	9%
COCC(C)n1c(C)cc(C(=O)COC(=O)c2c(NC(C)=O)sc(C)c2C)c1C (configuration not stated)	u	-11%	-16%	20%	9%	-9%	-29%	8%
Cc1cc(NC(=O)CN2C(=O)NC3(CCCCC3C)C2=O)no1 (configuration not stated)	-8%	-5%	-20%	-9%	-1%	11%	-6%	-22%
COc1ccc(/C=N/Nc2nn3cnnc3c3ccccc23)cc1	x	0%	x	13%	3%	x	3%	2%
O=C(NCC1([N+](=O)[O-])CN(C(=O)c2ccccc2)CN(C(=O)c2ccccc2)C1)c1ccccc1	-4%	1%	x	6%	14%	0%	-7%	0%
O=C1Nc2ccc(Br)cc2C1(O)Cc1ccccn1 (configuration not stated)	12%	-4%	8%	16%	-2%	3%	-3%	3%
COc1ccccc1OCCCCNCCO	7%	-4%	2%	1%	4%	15%	5%	4%
N#Cc1c(-c2ccc(F)cc2)nc(-c2ccccc2)[nH]c1=O	-6%	-2%	-16%	4%	5%	13%	-4%	-3%
O=C(Nc1ccc2c(c1)OCCO2)c1ccco1	-1%	-10%	10µM*	2%	6%	8%	-3%	-9%
O=C(NCc1ccc2c(c1)OCO2)c1ccc(N2CCCCCC2)c([N+](=O)[O-])c1	10µM*	-3%	-4%	-6%	4%	1%	0%	2%
CCCCN(C)C(=O)CCC(=O)Nc1ccc2nc(N3CCN(C)CC3)cc(C)c2c1	u	6%	1%	7%	-2%	u	u	25%
CCn1c(/C=C/N(C(C)=O)c2ccccc2)[n+](CCCS(=O)(=O)[O-])c2cc(Cl)c(Cl)cc21	5%	3%	-4%	12%	-2%	3%	0%	6%
Cc1ccc(N=Cc2cc(Br)cc(Cl)c2O)cc1	13%	-1%	x	20%	7%	-7%	-18%	-9%
O=C(c1c(F)cccc1F)N1CCN(c2ncccn2)CC1	u	-2%	11%	4%	-3%	-10%	u	2%
Cc1ccc(C(=O)Nc2ccccc2C(=O)NC(C(=O)O)C(C)C)cc1 (configuration not stated)	-8%	-6%	13µM*	14%	-5%	-16%[15.4 µM]	-12%	9%
Cc1cccc(CN2CCN(C(=O)CCl)CC2)c1	0.32µM*	2%	x	x	-3%	2%	-1%	-16%
C=CCC1(O)CCOc2ccccc21 (configuration not stated)	3%	8%	-3%	2%	x	x	-2%	7%
CCOC(=O)CN1C(=O)S/C(=C/C=C/c2ccc(N(C)C)cc2)C1=O	25µM*	5%	u	2%	-7%	-3%	-5%	4%
Cc1cc(C)n(CC(=O)N/N=C/c2cc([N+](=O)[O-])ccc2O)n1	-7%	-5%	-85%[inhibitor]	-1%	22%	3%	5%	2%
CCNC(=S)NNC(=O)C1CCCCC1	8%	-9%	-2%	18%	-3%	-6%	8%	0%
Cc1csc(N/N=C/c2ccccn2)n1	u	7%	3.5µM*	13%	u	-3%	u	3%
Cc1cc(C)c(C)c(S(=O)(=O)NCC(=O)O)c1C	-4%	-3%	-3%	5%	4%	-13%	-4%	4%
O=C1OC(c2ccccc2)=C/C1=C/c1cccs1	-4%	7%	7%	8%	-2%	-6%[15.4 µM]	u	0%
CCNC(=O)CC1C(=O)N(c2ccccc2)C(=O)N1CCc1ccc(OC)cc1 (configuration not stated)	8%	-3%	-15%	0%	2%	0%	-3%	3%
O=C1CCCC2=C1C(c1ccncc1)c1c(nc(SCc3ccccc3)[nH]c1=O)N2 (configuration not stated)	u	0%	-11%	18%	-4%	1%	u	14%
O=C(NCCCN1CCN(c2ccc(F)cc2)CC1)c1cccc(N2CCCC2=O)c1	6%	-3%	-8%	2%	2%	u	3%	4%
CC1(NC(=O)Nc2ccccc2)CCS(=O)(=O)C1 (configuration not stated)	x	-1%	x	8%	-3%	x	7%	8%
Cc1nc(NC(=O)C2CC2)sc1C(=O)N(C)C	1%	4%	-10%	1%	-1%	-3%	-5%	7%
O=C(Nc1nnc(SCc2ccc(F)cc2)s1)c1cnccn1	5%	-4%	-6%	-2%	-4%	13%	11%	-1%
COc1cccc(C=Nc2cc(C)on2)c1O	7%	-10%	23%	-10%	-10%	-8%	5%	9%
CC1=C/C(=N\OS(=O)(=O)c2ccccc2)C(C(C)C)=CC1=O	u	2%	-67%[inhibitor]	-1%	4%	-5%	4µM*	0%
FC(F)(F)c1ccccc1NC1=NCCC1	3%	-20%	2%	-3%	4%	7%	7%	4%
CC(NC(=O)CN1C(=O)NC(Cc2ccccc2)(Cc2ccccc2)C1=O)C12CC3CC(CC(C3)C1)C2 (configuration not stated)	u	0%	1%	-2%	-3%	-3%	-1%	5%
Cc1cc(C(=O)CSc2nnc(N)s2)c(C)n1Cc1ccco1	-7%	0%	u	9%	4%	-8%	15%	2%
FC(F)(F)c1cccc(Sc2nc(-c3ccccc3)nnc2C(F)(F)F)c1	-3%	-6%	19%	5%	4%	-10%	-3%	2%
O=C(/C=C/c1ccccc1)NC1CC2CCC1C2 (configuration not stated)	-9%	-1%	u	10%	-5%	3%	5%	3%
CCCc1cc(=O)[nH]c(SCC(=O)Nc2nonc2N)n1	-1%	-16%	u	-3%	5%	-4%	2%	6%
COc1cc(OC)cc(C(=O)N(CN2CCCC2=O)c2ccccc2OC)c1	5%	1%	-10%	-2%	-12%	-1%	4%	-8%
O=C(O)CCS(=O)(=O)Cc1ccccc1F	u	-3%	1%	-2%	10%	-6%	0%	-11%
COCCSc1ccccc1C(=O)NCc1ccc(S(N)(=O)=O)cc1	u	5%	-9%	-4%	9%	0%	-7%	3%
CCN(CC)c1ncnc2c1sc1nc(N3CCOCC3)c3c(c12)CCC3	-1%	-1%	-3%	2%	5%	1%	2%	2%
O=C(CN1C(=O)NC2(CCCCC2)C1=O)Nc1ccc(F)cc1	-15%	-6%	-21%	26%	3%	0%	3%	-11%
CN1C(=O)CSc2ccc(NC(=O)N3CCc4ccccc43)cc21	-4%	-6%	x	2%	11%	-2%	5%	-1%
COc1cccc2sc(Nc3nnc(-c4ccccc4Cl)o3)nc12	u	0%	-23%	8%	-2%	8%	u	7%
CN(C)c1ccc(NC(=O)/C=C/c2c(Cl)cccc2Cl)cc1	u	-9%	u	-9%	20%	-5%	4%	-3%
